Screening data from PubChem BioAssay.
LDHA inh – qHTS assay for inhibitors of human lactate dehydrogenase | L-lactate dehydrogenase A chain (Homo sapiens), P00338 | purified LDHA, NADH/diaphorase-resazurin fluorescence; hits give low values | AID 1347041, 2019 | activity change, % (values are at about 110 or 230 µM) | 0.15% of 480,000 active; in the data active = activity change below about -30%; inconclusive = mostly about -25% to -30%;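 note: plate controls were DMSO wells for no effect and wells without enzyme for full effect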
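Remaining NADH was detected by diaphorase (0.133 mg/mL) converting 37 µM resazurin to fluorescent resorufin, read at 0 and 20 minutes. The preceding 5-minute room-temperature reaction used 2 nM LDHA, 0.2 mM sodium pyruvate and 0.06 mM NADH at pH 7.4.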
Vif-A3G inh – qHTS for Inhibitors of Vif-A3G Interactions: qHTS | Potency, µM (titrated, usually from 46.1 µM), inactives show top-dose activity, negative = active, actives largely listed as inhibitors | HeLa A3G-eYFP + Vif (tagged APOBEC3G with the HIV-1 protein that degrades it), YFP fluorescence, overnight | DNA dC->dU-editing enzyme APOBEC-3G (Homo sapiens), Q9HC16 | 0.076% of 410,000 active | AID 602310, 2012;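 note: potency is the fitted concentration of half-maximal effect; % is set by controls: 0 for no effect and ±100 for the full control effect; nearly all actives have a fitted effect of over 60% in size; hits raise eYFP signal because A3G escapes Vif-driven loss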
Target sequence (Q9HC16 whole entry, looked up): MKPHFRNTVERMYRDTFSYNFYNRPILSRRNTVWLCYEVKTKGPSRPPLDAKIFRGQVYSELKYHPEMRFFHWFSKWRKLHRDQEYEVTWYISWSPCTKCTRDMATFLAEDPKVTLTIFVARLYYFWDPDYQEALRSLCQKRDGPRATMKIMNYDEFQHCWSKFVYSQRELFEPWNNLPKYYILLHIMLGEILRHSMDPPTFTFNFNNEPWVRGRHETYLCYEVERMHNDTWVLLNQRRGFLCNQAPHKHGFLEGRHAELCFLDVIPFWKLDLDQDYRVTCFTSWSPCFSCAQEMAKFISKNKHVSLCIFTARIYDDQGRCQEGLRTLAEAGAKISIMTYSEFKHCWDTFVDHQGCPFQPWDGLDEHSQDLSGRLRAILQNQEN
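HeLa cells stably expressing Vif and C-terminally eYFP-tagged A3G, seeded overnight at 37 deg C, then exposed to compound by pintool overnight at 37 deg C. Rise in yellow fluorescence (Ex 488/Em 500-530, Acumen) marks blocked Vif-driven A3G degradation.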
GRP78 ERSR act – qHTS for Inducers of the Endoplasmic Reticulum Stress Response (ERSR) in Human Glioma: qHTS. 0.02% of 420,000 active. U87-MG GRP78 promoter luciferase reporter, 16 h. Potency, µM, for the others: at the top dose activation, usual class: activators; note: potency is the fitted concentration of half-maximal effect; series mostly up to about 76 µM; % of control where 0% means no effect; nearly all actives have a fitted effect of over 35% in size
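Stably transfected U87-MG human glioma cells carrying a GRP78-based luminescent sensor were seeded at 1000 cells/well, pin-dosed with compounds and incubated 16 h. Luciferase reagent was then added, and end-point luminescence was read after 10 min at room temperature.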
* marks the source's active call; other numbers are inactive results; ? = inconclusive; & = joins results of further samples. Unless noted, calls come from the whole dose curve; as a rule, active = well fitted curve in the direction sought with a large enough effect; inconclusive = small, poorly fitted or top-dose-only effect, or another doubt; inactive = no such curve, though single readings can be large; an effect the other way counts as inactive or inconclusive. These rows are one share of the data, so the mix of outcomes need not match the whole.

SMILES	LDHA inh	Vif-A3G inh	GRP78 ERSR act
CC1=C(C(=O)N(C(C)C)C(C)C)CC(CC(=O)NCCc2ccccn2)C(=O)N1CCCN1CCCC1=O (centres undefined)	-8	3%	2%
COc1cccc(Nc2nc(C(N)C3CCCCC3)cs2)n1 (centres undefined)	-7	-14%	-8%
CCc1nc2ccc(C(=O)NCCC(C)C)cn2c1N(C)Cc1nccs1	-8	-7%	-4%
COc1ccc(C(c2nnnn2-c2ccc(OC)cc2)N2CCN(C/C=C/c3ccccc3)CC2)cc1 (centres undefined)	-13	-8%	0%
Cc1cccc(C)c1Nc1cn[nH]c1	-6	2%	-2%
Cc1ccc2ccccc2c1C(O)c1ncc(-c2ccccc2F)[nH]1 (centres undefined)	-11	-1%	-6%
CCOc1ccc2nc(S(=O)(=O)NC(=O)C3(C)CCN3C(=O)CCc3cccs3)sc2c1 (centres undefined)	-11	-6%	-1%
CNc1ncnc2c1ncn2[C@H]1CN(Cc2ccncc2)C[C@@H](CO)O1	-8	-2%	-3%
CS(=O)(=O)/C(C#N)=C/c1cccn1S(=O)(=O)c1ccc([N+](=O)[O-])cc1	0	-3%	1%
COCCOC(=O)N1CCCCC1c1cc(C(=O)Nc2cccc3c2CCCC3)no1 (centres undefined)	-4	-1%	-3%
CC(C)(C)S(=O)N1Cc2cc(C(=O)NCC(F)(F)F)nc(-c3cccc(-c4cccc(F)c4)c3)c2[C@H]1CCO (some centres undefined)	-2	-10%	-1%
Cn1nc(C(C)(C)C)cc1C(=O)N1CCCCC1c1cc(C(=O)Nc2ccc(F)c(Cl)c2)no1 (centres undefined)	-2	-4%	-4%
CC(C)c1ccc(CN2CCC2(C)C(=O)Nc2cnc3ccccc3c2)cc1 (centres undefined)	-2	1%	-4%
COc1ccc(NC(=O)C2Cc3c(-c4cccc(C(N)=O)c4)ccnc3O2)cc1 (centres undefined)	-6	?	3%
COC(=O)N(C)C[C@@H]1OCc2cn(nn2)CCCC(=O)N([C@H](C)CO)C[C@H]1C	-3	1%	2%
CC(=O)NCCNc1nc2cc(-c3ccsc3)sc2c(=O)n1C	-3	-1%	-4%
CC1(C(=O)NS(=O)(=O)c2ccc(Cl)s2)CCN1C(=O)Cc1cc(F)ccc1F (centres undefined)	-6	-5%	-1%
CN1CCCCC1(C)C(=O)NCc1ccc(F)cc1 (centres undefined)	-1	-3%	-1%
CC1(C(=O)NS(=O)(=O)c2ccc(C#N)cc2)CCN1C(=O)C1(c2ccc(Cl)cc2)CC1 (centres undefined)	-7	0%	-4%
COc1ccc(CNC(=O)c2cccc3c(-c4ccc(F)c(F)c4)coc23)cc1OC	-10	0%	0%
COc1ccc(-c2coc3c(C(=O)NCC4CCOCC4)cccc23)c(C)c1	-9	-3%	-5%
COc1cccc(-c2cnc(C(O)c3ccc(F)cc3)[nH]2)c1 (centres undefined)	-12	-2%	1%
OC[C@H]1O[C@@H](c2nc(-c3ccc4c(c3)CCO4)no2)[C@H](O)[C@@H](O)[C@H]1O	-9	3%	-2%
O=C(O)c1cccc(-c2csc(C(O)c3ccccc3)n2)c1 (centres undefined)	-9	1%	-12%
Cc1cccc(C)c1NC(=O)CN1CCN(c2ccc(F)cc2)CC1	-7	1%	-1%
O=C(NCC1CC1)C1Cc2c(-c3ccccc3Oc3ccccc3)ccnc2O1 (centres undefined)	-4	-4%	-1%
CCOc1ccc(C(CN2CCOCC2)C(C)=O)cc1OC (centres undefined)	2	?	-10%
CCOC(=O)C1=CCC(c2ccccc2C)N(S(=O)(=O)c2ccc(C)cc2)C1 (centres undefined)	-1	-7%	-5%
COc1ccc(NC(=O)C2(C)CCCN(C(C)=O)C2)cc1F (centres undefined)	0	-1%	-1%
Cc1ccc(OC2CCN(C(=O)[C@H]3O[C@@H](n4ccc(N)nc4=O)[C@H](O)[C@@H]3O)CC2)cc1	-3	-3%	-3%
CCc1nc2ccc(C(=O)N(C)Cc3ccco3)cn2c1N(C)C(=O)Cc1ccccc1	-11	-2%	-4%
CCc1nc2ccc(C(=O)NCc3ccccc3OC)cn2c1N(C=O)CCC(C)C	-7	1%	-6%
C[C@@H]1CN([C@H](C)CO)C(=O)c2cc(NC(=O)Nc3ccc(F)cc3)ccc2O[C@@H](C)CCCCO[C@H]1CN(C)S(=O)(=O)c1ccc(Cl)cc1	-10	-1%	-4%
O=C(NCc1ccccc1)c1cc(C2CCCCN2S(=O)(=O)c2cccc3cccnc23)on1 (centres undefined)	-1	-3%	-3%
CC1(C(=O)NS(=O)(=O)C2CC2)CCCN(C(=O)c2cccnc2Oc2ccccc2)C1 (centres undefined)	-9	-1%	-3%
CCCc1ccc(C(O)c2ncc(-c3cccc(F)c3)[nH]2)cc1 (centres undefined)	-5	-4%	-1%
C=Cn1cc(CNC[C@H]2O[C@@H](n3cnc4c(=O)[nH]c(N)nc43)[C@H](O)[C@@H]2O)c(C)n1	-2	2%	-3%
CCCCC(=O)N(C)c1c(C)nc2ccc(C(=O)NCCOc3ccc(OC)cc3)cn12	2	-2%	-1%
ClN=C1C=CC=CC1=NCl	5	?	7%
O=C(Nc1ccccc1)OC[C@@H]1C=CS(=O)(=O)N1Cc1ccc(Br)cc1	-2	-1%	-6%
O=C(NC(c1ccc(F)cc1)c1cnccn1)C1CCN(CCOc2ccc(Cl)cc2Cl)CC1 (centres undefined)	-4	-4%	-1%
COc1ccccc1-c1csc(C(O)c2ccccc2)n1 (centres undefined)	-9	-9%	0%
CCc1nc2c(OCCC3CCCCC3)cccn2c1N(C)C(=O)c1ccc(C)cc1	-1	?	5%
COc1ccc(C(c2nnnn2Cc2ccccc2)N2CCN(C/C=C/c3ccccc3)CC2)cc1 (centres undefined)	-5	-1%	-2%
CC(C)NC(=O)C1(C)CCN1C(=O)C1(c2ccccc2)CCCC1 (centres undefined)	-5	-3%	-3%
CC(=O)Nc1cc(-c2ccc(C(=O)N3CCOCC3)cc2)cn2c(-c3ccc(F)cc3)cnc12	0	-9%	-1%
COCCCNC(=O)c1cccc2c(-c3ccnn3C)coc12	-10	-4%	3%
Fc1cc(Cl)cc2ccc(-c3ccccc3)nc12	-8	-11%	2%
CC(C)(C)c1ccc(CC(=O)N2CCC2(C)C(=O)NCc2ccc(Cl)cc2)cc1 (centres undefined)	3	0%	-4%
COc1ccc(NC(=O)C2(C)Cc3c(-c4ccc(N(C)C)cc4)ccnc3O2)cc1 (centres undefined)	2	-19%	-2%
CC(C)NC(=O)C1(C)CCN1C(=O)c1cccc(F)c1 (centres undefined)	-12	1%	-2%
CC(C)CNC(=O)C1(C)CCCCCN1C(=O)c1cc2ccccc2s1 (centres undefined)	-3	3%	-2%
CCOC(=O)C1=CCN(S(=O)(=O)c2ccc(C)cc2)C1c1ccc(C)cc1 (centres undefined)	-4	-4%	-2%
CC1(C(=O)NS(=O)(=O)c2cccc(Cl)c2)CCN1C(=O)C1CCCCC1 (centres undefined)	-7	-1%	-7%
COC(=O)c1ccc2nc(C(C)(C)C)c(Cc3ccc(OC)cc3C)n2c1	-2	-6%	-3%
CCCNC(=O)C1(C)CCN(C(=O)c2c(Cl)cccc2Cl)C1 (centres undefined)	-4	-1%	-3%
CC1(C(=O)NCc2ccccc2Br)CCN1Cc1ccc(-c2ccccn2)cc1 (centres undefined)	2	-1%	0%
Cc1c(C(=O)NCc2ccc(C(F)(F)F)cc2)sc(=O)n1Cc1cccc(F)c1	0	0%	?
Cc1nc2c(OCc3ccc(Cl)cc3Cl)cccn2c1N(C)CC1CC1	-6	?	?
CCCCN(CCCNC(=S)NCCCc1cnc[nH]1)c1ccc(Br)cn1	-15&5	-6%	-5%

One compound at a time, as listed above. Order of values: LDHA inh, Vif-A3G inh, GRP78 ERSR act
Shown for `CC1(C(=O)NS(=O)(=O)c2cccc(Cl)c2)CCN1C(=O)C1CCCCC1` (centres undefined) → -7, -1%, -7%
Shown for `Cc1nc2c(OCc3ccc(Cl)cc3Cl)cccn2c1N(C)CC1CC1` → -6, ?, ?

Continued:
SMILES	LDHA inh	Vif-A3G inh	GRP78 ERSR act
CCc1nc2ccc(C(=O)NCCCN3CCCC3=O)cn2c1N(CC)CCN(C)C	-2	0%	-1%
COc1ccc(-c2[nH][nH]c(=O)c2NC(=O)c2ccc(C)cc2)cc1	4	-2%	-1%
COc1ccc(Cl)c(-c2cc(C(=O)NC(C)C)[nH]n2)c1	-3	-4%	2%
COc1ccc(C(C)(O)c2nc(-c3ccc4ccccc4c3)cs2)cc1 (centres undefined)	0	-7%	-1%
CCCNC(=O)c1cc(C2CCCCN2S(=O)(=O)c2cn(C)cn2)on1 (centres undefined)	-9	-1%	-3%
COc1cc(N)ccc1Nc1c2ccccc2nc2ccccc12	4	1%	-7%
COCCCN1C(=O)C(CC(=O)NCc2cccs2)CC(C(=O)N(C(C)C)C(C)C)=C1C (centres undefined)	-4	1%	-2%
CNc1cccc(-c2ccccc2C(C)=O)n1	-6	-2%	-1%
COc1ccc(-c2nc3ccc(Br)cn3c2Cc2ccccc2C(F)(F)F)cc1OC	2	-4%	-3%
CCCS(=O)(=O)NC(=O)C1(C)CCCN(C(=O)c2ccnc(Cl)c2)C1 (centres undefined)	-4	1%	-2%
Cc1cccc(C)c1NC(=O)Nc1nc(CN(C)C)cs1	-2	-5%	-3%
Cc1ccccc1-c1csc(C(C)(O)c2ccc(F)c(F)c2)n1 (centres undefined)	-2	-14%	4%

The closing 3 compounds of the section before open the next one.
SMILES	LDHA inh	Vif-A3G inh	GRP78 ERSR act
CCCS(=O)(=O)NC(=O)C1(C)CCCN(C(=O)c2ccnc(Cl)c2)C1 (centres undefined)	-4	1%	-2%
Cc1cccc(C)c1NC(=O)Nc1nc(CN(C)C)cs1	-2	-5%	-3%
Cc1ccccc1-c1csc(C(C)(O)c2ccc(F)c(F)c2)n1 (centres undefined)	-2	-14%	4%
COCCNC(=O)C1CCCN(C(=O)c2ccnc(Cl)c2)CC1 (centres undefined)	-5	-1%	-3%
O=C(NCc1ccccc1)C1Cc2c(-c3ccc4c(c3)OCO4)ccnc2O1 (centres undefined)	-3	-28%	-4%
O=C(O)C1CCCCN1c1ccccc1[N+](=O)[O-] (centres undefined)	0	-2%	-3%
NC(=O)c1cccc(-c2ccnc3c2CC(C(=O)Nc2cccc(C(F)(F)F)c2)O3)c1 (centres undefined)	-1	-12%	-3%
CCC(CC)C(=O)N(C)c1c(C)nc2c(OCC3CCCCC3)cccn12	-7	-1%	-2%
CCNC(=O)C1(C)CCN(C(=O)c2ccc3ccccc3c2)C1 (centres undefined)	-15	-2%	1%
OCc1ccccc1-c1nc(NCc2ccccc2)nc2ccsc12	2	-8%	-2%
O=c1cc(CN2CCCCCCC2)c2ccccc2o1	-4	-3%	-2%
CNC(=O)OCc1nc(SC2CCCCO2)n(C)c1COC(=O)NC (centres undefined)	-2	-2%	-2%
CC(=O)Nc1ccc(S(=O)(=O)NCc2ccc(C(=O)NCCN(C)Cc3ccccc3)cc2)cc1	-7	2%	0%
O=C(N[C@H](CO)c1ccccc1)[C@H]1O[C@@H](n2ccc(=O)[nH]c2=O)[C@H](O)[C@@H]1O	6	4%	-2%
CC(C)C(N)c1csc(Nc2ccc(C(=O)N(C)Cc3ccccc3)cn2)n1 (centres undefined)	-6	2%	-1%

Taken from above.
Result for COc1ccc(NC(=O)C2Cc3c(-c4cccc(C(N)=O)c4)ccnc3O2)cc1 (centres undefined) under GRP78 ERSR act: 3%
Result for O=C(NCC1CC1)C1Cc2c(-c3ccccc3Oc3ccccc3)ccnc2O1 (centres undefined) under Vif-A3G inh: -4%

Next section:
SMILES	LDHA inh	Vif-A3G inh	GRP78 ERSR act
O=C1CCCN1CCCNc1nc(NCc2cccs2)nc2ccsc12	-15	-2%	12%
CCc1nc2ccc(C(=O)N3CCN(C(=O)c4ccco4)CC3)cn2c1N(C)Cc1ccc(OC)cc1	3	-3%	-1%
CCc1nc2ccc(C(=O)N(CC)CCN(C)C)cn2c1N(C)Cc1cccs1	-1	1%	14%
COCCNc1nc(NCc2ccccc2)nc2ccsc12	-13	-2%	0%
COCCC(=O)N1CCOCC1c1cc(C(=O)NCc2ccccc2)no1 (centres undefined)	-5	-2%	-3%
CC(C)CNC(=O)C1(C)CCCN1Cc1ccc(OC(F)(F)F)cc1 (centres undefined)	3	-1%	-4%
COc1cc(C)ccc1S(=O)(=O)NC(=O)C1(C)CCN1C(=O)C1(c2ccc(Cl)cc2)CCC1 (centres undefined)	1	0%	-1%
CC(=O)Nc1ccc(CN(C)c2c(C)nc3ccc(C(=O)Nc4ccc(Cl)c(Cl)c4)cn23)cc1	-9	2%	-2%
